Assay outcomes from PubChem.
Mtb RmlCD inh: M. tuberculosis RmlC/RmlD inhibition | P9WH09+P9WH11 | RmlC+RmlD coupled enzyme assay, percent inhibition; primary screen in compound mixtures | inhibition, % at 3.6 µM | 0.03% of 160,000 active | AID 1533; in the data active = inhibition mostly above about 34%, no sharp cut-off; also: some results filed as inactive read as strong as hits
Target sequence (P9WH09 whole entry, looked up): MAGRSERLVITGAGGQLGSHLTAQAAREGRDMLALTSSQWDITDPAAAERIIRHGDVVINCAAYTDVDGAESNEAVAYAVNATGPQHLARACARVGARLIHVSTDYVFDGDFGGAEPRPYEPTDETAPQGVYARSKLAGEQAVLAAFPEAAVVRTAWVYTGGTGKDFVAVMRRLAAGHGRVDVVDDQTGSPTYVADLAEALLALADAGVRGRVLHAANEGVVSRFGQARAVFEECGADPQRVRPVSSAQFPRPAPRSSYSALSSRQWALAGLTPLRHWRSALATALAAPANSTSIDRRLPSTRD
Target sequence (P9WH11 whole entry, looked up): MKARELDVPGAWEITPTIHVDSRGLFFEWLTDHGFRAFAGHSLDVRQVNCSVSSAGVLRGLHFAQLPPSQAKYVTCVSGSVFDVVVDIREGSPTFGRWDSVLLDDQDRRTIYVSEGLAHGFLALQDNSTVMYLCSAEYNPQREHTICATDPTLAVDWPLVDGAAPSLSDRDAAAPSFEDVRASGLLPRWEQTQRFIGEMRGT
M. tuberculosis GlmU: inhibition of mycobacterial GlmU enzyme – biochemical, glucosamine-1-phosphate acetyltransferase (AID 1376) | M. tuberculosis GlmU acetyltransferase enzyme assay; higher % means a stronger effect | inhibition, %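 (tested at 30 µM in the primary screen)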, or IC50 in µM where a hit was titrated | 0.25% of 220,000 active; in the data active = inhibition above about 13%;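 also: 0% = complete reaction with vehicle and 100% = reaction without substrate; strong numbers were not always called active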
Starred values were filed as active, the others as inactive. A portion of the library; count on the stated rates, not on these rows.

Preview:
For O=C(Nc1cc(F)cc(F)c1)c1ccc(NCCCN2CCCCCC2)c([N+](=O)[O-])c1 the results were Mtb RmlCD inh 2 and M. tuberculosis GlmU -6.3%.
`COc1ccc(CNC(=O)C(CCSC)NS(=O)(=O)c2ccccc2F)cc1` (stereo not drawn) gave Mtb RmlCD inh -5 and M. tuberculosis GlmU -0.7%.
`COc1ccc(-c2cc(N)n(S(=O)(=O)c3c(F)c(F)c(F)c(F)c3F)n2)cc1OC` gave Mtb RmlCD inh 18 and M. tuberculosis GlmU -1.9%.
`Cc1nn(C)c(C)c1CN(C)C(=O)c1cc2nc(-c3ccco3)cc(C(F)(F)F)n2n1` gave Mtb RmlCD inh -4 and M. tuberculosis GlmU 0.2%.
`O=C(Nc1ccon1)c1cccc(C(F)(F)F)c1` gave Mtb RmlCD inh 10 and M. tuberculosis GlmU 0.6%.

This part in full, from the first entry:
For O=C(Nc1cc(F)cc(F)c1)c1ccc(NCCCN2CCCCCC2)c([N+](=O)[O-])c1 the results were Mtb RmlCD inh 2 and M. tuberculosis GlmU -6.3%.
`COc1ccc(CNC(=O)C(CCSC)NS(=O)(=O)c2ccccc2F)cc1` (stereo not drawn) gave Mtb RmlCD inh -5 and M. tuberculosis GlmU -0.7%.
`COc1ccc(-c2cc(N)n(S(=O)(=O)c3c(F)c(F)c(F)c(F)c3F)n2)cc1OC` gave Mtb RmlCD inh 18 and M. tuberculosis GlmU -1.9%.
`Cc1nn(C)c(C)c1CN(C)C(=O)c1cc2nc(-c3ccco3)cc(C(F)(F)F)n2n1` gave Mtb RmlCD inh -4 and M. tuberculosis GlmU 0.2%.
`O=C(Nc1ccon1)c1cccc(C(F)(F)F)c1` gave Mtb RmlCD inh 10 and M. tuberculosis GlmU 0.6%.
CCOC(=O)c1cc(-c2nnc(SCC(=O)Nc3ccc(F)cc3)o2)c(C)nc1C was read as Mtb RmlCD inh 8 and M. tuberculosis GlmU -2.4%.
Screening CN1CCN(C(=O)C2=C[C@H](c3ccc(C(F)(F)F)cc3)C[C@H](OCCCCO)O2)CC1 returned M. tuberculosis GlmU -4.2%.
For COc1ccccc1N1CCN(C(=O)CSc2ccc3c(C)cc(C)nc3n2)CC1 the results were Mtb RmlCD inh 9 and M. tuberculosis GlmU -1.6%.
Screening COC(=O)c1cc(NC(=O)CN2C(=O)CSC2=O)ccc1Cl returned M. tuberculosis GlmU 7.0%.
Screening COc1ccc(CCNC2CCN(C)CC2)cc1OC returned Mtb RmlCD inh 10 and M. tuberculosis GlmU 1.4%.
For CCOC(=O)C1(CCc2ccccc2)CCN(C2Cc3ccccc3C2)CC1 the results were Mtb RmlCD inh -13 and M. tuberculosis GlmU 1.9%.
For CCC1=NC(c2ccccc2)N(O)C1(C)C (stereo not drawn) the results were M. tuberculosis GlmU -1.9%.
Screening Cc1nc(N2CCOCC2)c2c(C)c(C(=O)Nc3ccc(F)cc3Cl)sc2n1 returned Mtb RmlCD inh -7 and M. tuberculosis GlmU -4.9%.
For COc1ccc(N2C(=O)C(O)C2c2ccc(C)cc2)cc1 (stereo not drawn) the results were M. tuberculosis GlmU 8.2%.
For CCOC(=O)NC(NC(=S)Nc1ccccc1[N+](=O)[O-])C(Cl)(Cl)Cl (stereo not drawn) the results were Mtb RmlCD inh -5 and M. tuberculosis GlmU 2.2%.
Cc1ccc(C2CCN(C(=O)Nc3ccc(F)cc3)C2)cc1 (stereo not drawn) was read as M. tuberculosis GlmU -5.2%.
Screening CCC1COC(c2cccn2Cc2ccc(Cl)cc2)=N1 (stereo not drawn) returned Mtb RmlCD inh 2 and M. tuberculosis GlmU -0.6%.
For CSCCC1NC(=O)N(CC(=O)Nc2ccc(N3CCCCC3)cc2)C1=O (stereo not drawn) the results were Mtb RmlCD inh 7 and M. tuberculosis GlmU 1.9%.
Screening CCc1ccccc1NC1=NCC(=O)N1C1CCCCC1 returned Mtb RmlCD inh -8.
`CCC(C)[C@H](NC(=O)N1CCCCCC1)C(=O)OC` (stereo partly drawn) gave M. tuberculosis GlmU 3.4%.
COC(=O)C1=C(c2cc3ccccc3s2)C[C@@H]2CC[C@H]1N2C(=O)NCCO was read as M. tuberculosis GlmU 0.7%.
`CCn1c(/C=C/c2c(C)[nH]c3ccccc23)nc2ccccc2c1=O` gave M. tuberculosis GlmU -3.5%.
`Cc1ccc([N+](=O)[O-])cc1NC(=O)Cc1cccs1` gave Mtb RmlCD inh 7 and M. tuberculosis GlmU -2.1%.
For Cc1c(Cl)cccc1NC(=S)N(CCCN1CCOCC1)Cc1ccco1 the results were Mtb RmlCD inh -10 and M. tuberculosis GlmU 4.6%.
For COc1ccc(C(=O)c2ccc(Cl)cc2Cl)cc1 the results were Mtb RmlCD inh -6 and M. tuberculosis GlmU -4.2%.
`COc1ccc(/C=C2/SC(=O)N(NS(=O)(=O)c3ccccc3)C2=S)cc1OC` gave M. tuberculosis GlmU 5.6%.
Screening O=C(CCNS(=O)(=O)c1cccc2nsnc12)NCCC1=CCCCC1 returned Mtb RmlCD inh -11 and M. tuberculosis GlmU 1.9%.
For Cc1nc(/N=C(\N)NC(=O)c2ccccc2)nc2ccccc12 the results were Mtb RmlCD inh 3 and M. tuberculosis GlmU -0.4%.
For Cc1nn(-c2cc(N3CCNCC3)ccc2[N+](=O)[O-])c(=O)c2ccccc12 the results were Mtb RmlCD inh -4 and M. tuberculosis GlmU -3.0%.
For CCc1ccc(C(=O)N/N=C/c2cccc3ccccc23)nc1 the results were M. tuberculosis GlmU -1.1%.
For COc1ccc2[nH]c(=O)c(CN(CCN(C)C)C(=O)NCc3ccccc3)cc2c1 the results were Mtb RmlCD inh -2 and M. tuberculosis GlmU 3.9%.
For Cc1cc(NC(=O)c2ccccc2)n(C(C)(C)C)n1 the results were Mtb RmlCD inh 17 and M. tuberculosis GlmU 1.9%.
For CCc1nnc(NC(=O)CN2CCN(c3nc(-c4ccccc4)cs3)CC2)s1 the results were M. tuberculosis GlmU 4.8%.
For O=C(Nc1ccc(N2CCOCC2)c(S(=O)(=O)Nc2ccc(Cl)cc2)c1)c1cnccn1 the results were Mtb RmlCD inh -2 and M. tuberculosis GlmU 3.3%.
COc1ccc(C2CC(c3ccc(F)cc3)Nc3nc(N)nn32)cc1 (stereo not drawn) was read as M. tuberculosis GlmU 20%*.
For COCC(=O)Nc1ncc(S(=O)(=O)c2ccc([N+](=O)[O-])cc2)s1 the results were Mtb RmlCD inh -6 and M. tuberculosis GlmU -0.8%.
Cc1ccc(S(=O)(=O)Cn2nnnc2C(CC(C)C)N2CCN(c3ccc(F)cc3)CC2)cc1 (stereo not drawn) was read as M. tuberculosis GlmU 0.2%.
`Nc1nc(NCc2ccco2)nc(N2CCCCCC2)c1[N+](=O)[O-]` gave Mtb RmlCD inh -9 and M. tuberculosis GlmU 1.7%.
CCOC(=O)C1CCCN(C(=O)c2cc(-c3ccc(C)cc3)nc3ccccc23)C1 (stereo not drawn) was read as Mtb RmlCD inh 5 and M. tuberculosis GlmU -1.3%.
`Cc1ccc2nc(CSc3nnc(Cc4cccs4)n3C3CCCCC3)cc(=O)n2c1` gave M. tuberculosis GlmU 0.3%.
For O=C(c1ccc(Cl)c(F)c1F)N1CCCC1 the results were Mtb RmlCD inh 9 and M. tuberculosis GlmU 1.1%.
Screening Cc1ccc(Cl)cc1NC(=S)N1CCC(c2ccccc2)C1 (stereo not drawn) returned Mtb RmlCD inh -8 and M. tuberculosis GlmU 0.7%.
CC(C)CCn1c(NCCN(C)C)nc2c1c(=O)[nH]c(=O)n2C was read as Mtb RmlCD inh -5 and M. tuberculosis GlmU -1.7%.
For COc1ccccc1CNC(=O)c1cc2sccc2n1C the results were Mtb RmlCD inh 0 and M. tuberculosis GlmU 4.7%.
Screening COC(=O)COc1ccc(S(=O)(=O)N2CCOCC2)cc1C returned Mtb RmlCD inh 1 and M. tuberculosis GlmU -1.6%.
`CN1CCC(=NNC(=O)C(=O)NC2CCCCC2)CC1` gave M. tuberculosis GlmU 4.9%.
For C=CCOc1ccc(/C=C2\C(=N)N3N=C(S(=O)(=O)CC)SC3=NC2=O)cc1OC the results were Mtb RmlCD inh 3 and M. tuberculosis GlmU 7.6%.
`CCCNC(=S)N1CCN(C(c2ccccc2)c2ccccc2)CC1` gave Mtb RmlCD inh 10 and M. tuberculosis GlmU 5.9%.
CC1=C(C(=O)OCc2ccccc2)C(c2ccc(Cl)cc2)NC(=O)N1CCCCCC(=O)O (stereo not drawn) was read as M. tuberculosis GlmU 1.9%.
`CC(C(=O)Nc1ncc2c(n1)CC(C)(C)CC2=O)N1C(=O)c2ccccc2C1=O` (stereo not drawn) gave Mtb RmlCD inh -4 and M. tuberculosis GlmU 0.4%.
Screening CC(=O)c1cccc(NC(=O)c2nccnc2C(=O)O)c1 returned Mtb RmlCD inh -5 and M. tuberculosis GlmU 4.6%.
`CC(C)Cn1c(-c2ccc(C#N)cc2)nc2c1c(=O)[nH]c(=O)n2CC(C)C` gave Mtb RmlCD inh 2 and M. tuberculosis GlmU -2.4%.
`COc1ccccc1N1CCN(C(=O)C(=O)N/N=C/c2ccccc2F)CC1` gave Mtb RmlCD inh 8 and M. tuberculosis GlmU 5.1%.
For OC1(c2cccc(F)c2)CCN(Cc2ccncc2)CC1 the results were Mtb RmlCD inh 11 and M. tuberculosis GlmU -4.6%.
For COc1ccc(NC(=O)c2cc(F)cc(F)c2)cc1Cl the results were Mtb RmlCD inh -9 and M. tuberculosis GlmU 3.0%.
Screening O=C(Nc1cc(Oc2ccc(Cl)cc2)cc([N+](=O)[O-])c1)c1ccco1 returned M. tuberculosis GlmU 0.0%.
CS(=O)(=O)N(CCc1ccccc1)CC(=O)NCc1ccc2c(c1)OCO2 was read as Mtb RmlCD inh 9 and M. tuberculosis GlmU -3.1%.
O=C1NC(=O)C2(CCc3ccccc32)N1 (stereo not drawn) was read as Mtb RmlCD inh -10 and M. tuberculosis GlmU -2.0%.
Screening Cc1ccc(S(=O)(=O)/C(C#N)=C/c2c[nH]c3ccccc23)cc1 returned M. tuberculosis GlmU 2.9%.
Screening CCc1nnc(SCCSc2nnc(CC)n2N)n1N returned Mtb RmlCD inh -13 and M. tuberculosis GlmU -4.6%.
`Cc1cccc(OC2CCN(Cc3nc(CC4CC4)no3)CC2)c1` gave M. tuberculosis GlmU -4.1%.
For C=CCN(CC=C)S(=O)(=O)c1ccc(C(=O)Nc2nc3c(s2)CCc2ccccc2-3)cc1 the results were Mtb RmlCD inh -9 and M. tuberculosis GlmU 2.0%.
Cc1sc2ncn(-n3c(C)ccc3C)c(=O)c2c1C was read as M. tuberculosis GlmU 5.3%.
`COC(=O)CN(c1ccc2c(c1)OCO2)S(C)(=O)=O` gave M. tuberculosis GlmU 3.9%.
CCCCNC(=O)c1cn(-c2ccc(OCC)cc2)c(=O)c2cc(OC)c(OC)cc12 was read as M. tuberculosis GlmU -2.2%.
O=C(NC1=NCCS1)c1ccc([N+](=O)[O-])cc1Cl was read as Mtb RmlCD inh 7 and M. tuberculosis GlmU 3.9%.
Screening O=C(Nn1c(-c2ccc(Cl)cc2)nc2ccccc2c1=O)c1cccnc1Cl returned Mtb RmlCD inh 2 and M. tuberculosis GlmU 0.8%.
Screening CC(C)N(C(=O)CN1C(=O)C(=O)c2ccccc21)c1ccccc1 returned Mtb RmlCD inh -5 and M. tuberculosis GlmU 4.3%.
`O=C(Cc1csc(Nc2nc(=S)[nH]c3ccccc23)n1)NCCCN1CCN(c2cccc(Cl)c2)CC1` gave Mtb RmlCD inh -8 and M. tuberculosis GlmU -2.1%.
CN(C(=O)COC(=O)C1CCN(S(=O)(=O)c2cccs2)CC1)C1CCS(=O)(=O)C1 (stereo not drawn) was read as Mtb RmlCD inh -10 and M. tuberculosis GlmU -0.2%.
CCO[C@H]1OC(C(N)=O)=C[C@@H](C(C)(C)C)[C@@H]1CCCO was read as M. tuberculosis GlmU -4.9%.
COc1ccc2nc(SCC(=O)Nc3ccc4c(c3)CCC4)[nH]c2c1 was read as Mtb RmlCD inh -4 and M. tuberculosis GlmU 1.0%.
`Cc1cc2nc(SCC(=O)Nc3ccccc3C(=O)O)[nH]c2cc1C` gave Mtb RmlCD inh -2 and M. tuberculosis GlmU 5.8%.
`Cc1cccc(C(C)C)c1NC(=O)c1ccc(CN(c2ccccc2)S(=O)(=O)c2ccccc2)cc1` gave Mtb RmlCD inh -13 and M. tuberculosis GlmU -0.7%.
For CCOc1cc(/C=N/NC(=O)c2c(-c3ccccc3)noc2C)ccc1O the results were Mtb RmlCD inh -7 and M. tuberculosis GlmU -1.6%.
Cc1cccc(OCCC(=O)NCC(=O)Nc2c(C)cccc2C)c1 was read as Mtb RmlCD inh -5 and M. tuberculosis GlmU -4.4%.
Cn1nc([N+](=O)[O-])nc1Oc1ccccc1 was read as M. tuberculosis GlmU 0.1%.
CCC1(C(=O)c2ccccc2)C2c3ccccc3OC(=O)C21C(C)=O (stereo not drawn) was read as M. tuberculosis GlmU 0.8%.
`Cc1onc(-c2ccccc2)c1C(=O)NC(=S)NNC(=O)c1ccc(O)cc1O` gave Mtb RmlCD inh -3 and M. tuberculosis GlmU 8.6%.
For Cc1ccsc1/C=N/Nc1nc(Cl)c(Cl)cc1Cl the results were M. tuberculosis GlmU 4.6%.
COc1ccccc1N1CCN(C(c2ccccc2Cl)c2nnnn2C(C)(C)C)CC1 (stereo not drawn) was read as Mtb RmlCD inh 15 and M. tuberculosis GlmU -2.5%.
O=c1[nH]c2ccccc2nc1-c1cccs1 was read as Mtb RmlCD inh 18 and M. tuberculosis GlmU 0.2%.
For CCN(c1ccc2c(c1)OCO2)S(=O)(=O)c1cc(Br)cc2c1N(C(C)=O)CC2 the results were Mtb RmlCD inh 10 and M. tuberculosis GlmU 7.0%.
Screening CC(C)N1CCN(Cc2ccc(C#CC(C)(C)O)cc2)CC1CCO (stereo not drawn) returned Mtb RmlCD inh 5 and M. tuberculosis GlmU -4.4%.
